Screening results as filed in PubChem BioAssay.
mcGAS lum: inhibitors of mouse cGAS. recombinant cGAS, Kinase-Glo ATP depletion luminescence. inhibition, % at 12.5 µM. hit rate 0.15% among 160,000;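 further: 0% = negative control wells and 100% = reference inhibitor with no enzyme activity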
hcGAS lum: inhibitors of human cGAS | Q8N884 | recombinant h-cGAS, ATP depletion, Kinase-Glo luminescence | inhibition, % at 12.5 µM | hit rate 0.081% among 290,000 | AID 1259398;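 further: 0% = vehicle reaction and 100% = reaction without DNA for no activity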
Target sequence (Q8N884 whole entry, looked up): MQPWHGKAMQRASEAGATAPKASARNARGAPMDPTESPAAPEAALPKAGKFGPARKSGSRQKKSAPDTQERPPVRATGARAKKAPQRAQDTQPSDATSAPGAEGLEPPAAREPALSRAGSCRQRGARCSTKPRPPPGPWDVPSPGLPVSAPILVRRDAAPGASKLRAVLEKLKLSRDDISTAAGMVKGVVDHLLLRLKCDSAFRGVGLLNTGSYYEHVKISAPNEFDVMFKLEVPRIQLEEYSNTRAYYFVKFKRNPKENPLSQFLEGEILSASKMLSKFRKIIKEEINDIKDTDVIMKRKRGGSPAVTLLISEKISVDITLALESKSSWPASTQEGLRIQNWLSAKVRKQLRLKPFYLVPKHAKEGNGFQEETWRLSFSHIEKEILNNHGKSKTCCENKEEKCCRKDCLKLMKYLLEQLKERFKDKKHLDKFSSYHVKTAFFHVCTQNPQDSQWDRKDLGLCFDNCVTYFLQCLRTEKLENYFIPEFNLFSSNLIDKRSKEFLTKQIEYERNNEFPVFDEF
NPYLR7 ag: mosquito NPYLR7 agonism; activation, % at 10 µM; AID 1259423; HEK293T NPYLR7/Galpha15, GCaMP6s calcium fluorescence; hit rate 0.15% among 270,000; in the data active means activation above about 40%;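 further: 0% = vehicle and 100% = reference agonist at the receptor; some compounds past the cut are filed as inactive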
Starred values were filed as active, the others as inactive; x = not tested or not shown; & = joins results of further samples. Unless noted, no stated cut-off is given here; in the data, active means inhibition above about 40%; inactive means the rest.

The line under a structure holds: NPYLR7 ag	hcGAS lum	mcGAS lum
> Cc1c(C(=O)NCc2cccc3ccccc23)cnc2c(-c3ccc(C(C)C)cc3)cnn12
  4	-13	-8
> O=C([C@@H]1C[C@@H](O)CN1)N1CCc2onc(C(c3ccccc3)c3ccccc3)c2C1
  0	4	-1
> C=CCN(CC=C)c1nc(-c2cccc(Cl)c2Cl)nc2ccccc12
  0	-3	-5
> CCCCc1nc2c(c(=O)[nH]1)C(C)(C)Cc1ccccc1-2
  16	-8	x
> O=C(Nc1ccccc1F)N1CCC(Cc2ccc(C(F)(F)F)cc2)CC1
  -3	0	1
> COCc1c(Br)c(C)nc(OCC(=O)N/N=C\c2cc([N+](=O)[O-])cc([N+](=O)[O-])c2O)c1C#N
  -11	-6	-5
> CC(C)(C)OC(=O)N1CCC(Oc2ccc(NC(=O)c3c(F)c(F)c(F)c(F)c3F)cc2)C1 (stereo not drawn)
  -8	-5	-6
> COc1cc2c(cc1OC)-c1nnc(C)n1C(C)(C)C2
  1	-10	-4
> C#CCSc1nc2ccccc2n1C(=O)/C=C/c1ccc(OC)cc1
  -6	-3	-7
> O=C1CCC(C(=O)N2CCSCC2)CN1CCN1CCOCC1 (stereo not drawn)
  1&-2	-8&-7	x
> O=C(NCc1ccccc1Cl)N1CCN(CC(OCc2c(F)cccc2F)c2ccc(Cl)cc2)CC1 (stereo not drawn)
  x	-7	-8
> COc1cccc(CN2CCC2(C)C(=O)Nc2ccc3c(c2)OCO3)c1F (stereo not drawn)
  9	-11	x
> CCCN1CCN(c2ncnc3c2nc2n3CCCCC2)CC1
  10	9	x
> COc1ccc(-n2nnc(S(=O)(=O)c3ccc(C)cc3)c2C)cc1
  3	0	-8
> Cc1cc(C)n(-c2nnc3n2N=C(c2ccccc2)C(C)S3)n1 (stereo not drawn)
  0	-8	-16

An excerpt from above, limited to hcGAS lum:
canonical_smiles | hcGAS lum
O=C([C@@H]1C[C@@H](O)CN1)N1CCc2onc(C(c3ccccc3)c3ccccc3)c2C1 | 4
C=CCN(CC=C)c1nc(-c2cccc(Cl)c2Cl)nc2ccccc12 | -3

7 structures already listed, ordered by count of non-hydrogen atoms, smallest number first.
The line under a structure holds: NPYLR7 ag	hcGAS lum	mcGAS lum
> COc1cc2c(cc1OC)-c1nnc(C)n1C(C)(C)C2
  1	-10	-4
> CCCCc1nc2c(c(=O)[nH]1)C(C)(C)Cc1ccccc1-2
  16	-8	x
> C=CCN(CC=C)c1nc(-c2cccc(Cl)c2Cl)nc2ccccc12
  0	-3	-5
> COc1cccc(CN2CCC2(C)C(=O)Nc2ccc3c(c2)OCO3)c1F (stereo not drawn)
  9	-11	x
> O=C([C@@H]1C[C@@H](O)CN1)N1CCc2onc(C(c3ccccc3)c3ccccc3)c2C1
  0	4	-1
> Cc1c(C(=O)NCc2cccc3ccccc23)cnc2c(-c3ccc(C(C)C)cc3)cnn12
  4	-13	-8
> O=C(NCc1ccccc1Cl)N1CCN(CC(OCc2c(F)cccc2F)c2ccc(Cl)cc2)CC1 (stereo not drawn)
  x	-7	-8

The list continues.
The line under a structure holds: NPYLR7 ag	hcGAS lum	mcGAS lum
> Cc1cc2cc(CCNC(=O)C3CCCC3)c(=O)[nH]c2cc1C
  8	-12	-9
> Cc1noc(C)c1CC(=O)N1CCCC(CNC(=O)c2cccc3ccccc23)C1 (stereo not drawn)
  4	-3	x
> CN(C)C(=O)C1CCCc2c1ccn2C (stereo not drawn)
  17	-3	x
> Cc1noc(-c2ccc(C(=O)N3C(C)CC4CCCCC43)cc2)n1 (stereo not drawn)
  1	-8	-15
> COC(=O)c1ccc(OC(=O)C=Cc2ccc(SC)cc2)cc1
  1	-2	-5
> O=C(NCCn1ccc2ccccc21)NC1CC(=O)N(c2ccc3c(c2)OCCO3)C1 (stereo not drawn)
  1	-7	-8
> CCOC(=O)CNC(=O)N(Cc1cccc(OS(=O)(=O)c2ccc(F)cc2)c1)C(C)CC (stereo not drawn)
  -9	3	-1
> COC(=O)C1=C(C(=O)OC)C2(OC1c1ccc(C)c(Cl)c1)C(=O)c1ccccc1C2=O (stereo not drawn)
  -14	-3	-5
> O=C(C1CCCC1)N1CCC(n2cnc3ccccc32)CC1
  x	-4	2
> CCOC(=O)c1c(NC(=O)CN2CCN(C(C)C(=O)NC3CC3)CC2)sc2c1CCC(C)C2 (stereo not drawn)
  -12	10	x
> C=CCc1ccc(O)c(-c2ccc(O)c(CC=C)c2)c1
  -10	-3	x
> COc1ccc(OC)c(C2Nc3ccccc3N=C3CC(c4ccccc4)CC(=O)C32)c1 (stereo not drawn)
  -4	-1	x
> O=C(NCc1n[nH]c(=S)n1-c1ccccc1)c1ccccc1
  13	-3	-9
> COc1ccccc1CNC(=O)CN(C)S(=O)(=O)c1cc(C)ccc1OC
  11	-1	x
> CC(C)Nc1nc(-c2ccccc2Cl)nc2ccccc12
  1	9	3
> Cc1cccc(-c2nc(C)c(C)c(N3CCN(S(=O)(=O)c4ccc(F)cc4)CC3)n2)c1
  12	-11	-5
> CO[C@H]1CN(C(C)C)C[C@@H]1NCC(=O)NC1CCCCCCC1
  31	-7	-11
> CCCCC(=O)Nc1ccc(NC(=O)CN2CCCC2)cc1
  x	-8	-14
> CC(NC(=O)C12CC3CC(CC(C3)C1)C2)C(=O)N1CCc2[nH]c3ccccc3c2C1 (stereo not drawn)
  3	-4	x
> CCNC(=O)N(CCCOC)Cc1c(C)nn(-c2ccccc2)c1N1CCN(CC)CC1
  2	1	-1
> Cc1noc(C)c1S(=O)(=O)N1CCCC(O)(CN(C)C)CC1 (stereo not drawn)
  x	-3	-12
> COc1ccc(OC(F)F)c(NC(=O)NC(C)C(C)C)c1 (stereo not drawn)
  1	-4	x
> CC(C)NC(=O)[C@@H]1C[C@H](N)CN1C(=O)CN1CCCCCC1=O
  -14	-2	x
> CC(C)c1cc(C2CCN(C(=O)C[C@@H]3C[C@@H](C)NC(=S)N3)CC2)[nH]n1
  x	-10	-6
> Cc1cc(C(=O)Cn2cnc3c2c(=O)n(C)c(=O)n3C)c(C)n1Cc1cccs1
  -2	-7	x
> CC1CCCN(S(=O)(=O)c2ccc3c(c2)nc(SCc2ccccc2C#N)n3CC2CCCO2)C1 (stereo not drawn)
  x	-5	-4
> Cc1ccccc1C1=NC(C)(CC(=O)NCc2cccc(O)c2)ON1C (stereo not drawn)
  11	-6	x
> O=C(c1cnc(Nc2ccccc2)nc1)N1CC(c2ccncc2)C1
  2	-9	x
> O=C(NCc1cccc2c1OCO2)N1CCN(c2ccccc2F)CC1
  2	-2	x
> CC1=C(C(=O)NC2CCCc3c2cnn3-c2ccc(F)cc2F)OCCO1 (stereo not drawn)
  -8	-6	x
> N#Cc1c(C(F)(F)F)cc(-c2cccs2)nc1SCC(=O)Nc1ccc(F)cc1
  -8	-2	-6
> O=C(CCc1ccc(=O)[nH]n1)N[C@H]1CN(C2CCCCC2)C[C@@H]1C1CC1
  x	7	0
> COc1ccc(NC(=O)CNC(=O)CN(C(=O)c2cccc(C)c2)C2CCCCC2)cc1
  x	-13	-6
> CCCCc1ccc(N2CCn3c2nc2c3c(=O)n(CC(=O)OC)c(=O)n2C)cc1
  0	0	x
> COc1ccc(C)cc1NC(=O)C(=O)c1c(C)n(C)c2ccccc12
  -3	3	1
> CCNc1ncc(C(=O)N2CCc3c(nc(C)nc3N3CCCC3)C2)cn1
  -1	-4	-10
> CCc1ccc(N2CC(C)Cn3c2nc2c3c(=O)n(CC)c(=O)n2C)cc1 (stereo not drawn)
  2	-7	x
> Cc1cccc(C)c1NC(=O)CN(C)C1=NS(=O)(=O)c2ccccc21
  8	-13	x
> CCOC(=O)C1=C(C)N(C)C(=O)N(C)C1c1cccc(OC)c1OC (stereo not drawn)
  -1	-12	x
> Cc1ncc(CC(=O)N2CCC(N3CCCC(C(=O)NC4CC4)C3)CC2)c(=O)[nH]1 (stereo not drawn)
  -1	-5	x
> CCOC(=O)C1=C(C)N=c2sc(=Cc3c(F)cccc3Cl)c(=O)n2C1c1ccccc1 (stereo not drawn)
  -5	-2	-6
> CC1CC(C)CN(S(=O)(=O)c2cc(C(=O)O)c(Cl)s2)C1 (stereo not drawn)
  -6	-9	x
> COc1ccc(OC)c(Cc2nnc(CCC(=O)N3CCN(C4CCCC4)CC3)o2)c1
  3	-2	-5
> CCOC(=O)C1(Cc2ccc(OC)cc2)CCN(C(=O)CCc2ccccc2OC)CC1
  8	-10	x
> CCOC(=O)c1nc2cc(C)c(C)cc2nc1N1CCN(S(C)(=O)=O)CC1
  15	-5	-1
> O=C(N=Nc1c(O)[nH]c2ccccc12)c1cc(-c2ccc3c4c(cccc24)CC3)n[nH]1
  2	2	-8
> Cc1nc(C(C)C)sc1C(=O)N1CC[C@@H](c2ccc3c(c2)OCO3)[C@H](O)C1
  3	-2	-12
> O=C(CNC1CCCCC1)Nc1c(Cl)[nH]c2ccccc12
  -2	-6	x
> Cc1cc(C)n(-c2ccc(C(=O)Nc3ccccc3C)cc2)n1
  1	0	3
> Cc1cc(C)c(-n2c(O)c(C=Nc3ccc(F)cc3)c(=O)[nH]c2=O)c(C)c1
  5	0	-9
> CN(C(=O)Cc1ccc2ccccc2c1)[C@@H]1CNC[C@H]1O
  -2	4	2
> Cc1ccc(Cn2nnc3c(=O)n(CC(=O)Nc4ccccc4C)cnc32)cc1
  5	-4	x
> FC(F)(F)c1cccc(Oc2ncccc2CNc2ncccn2)c1
  3	-7	x
> CN1CC(=O)N(CN2CCN(S(=O)(=O)c3ccc4c(c3)OCCCO4)CC2)C1=O
  4	1	-1
> CN(Cc1ncc[nH]1)C(=O)C1CCN(Cc2ccco2)CC1
  3	-3	x
> Cc1onc(-c2ccccc2)c1C(=O)N1CCc2c([nH]c3ccccc23)C1c1ccccn1 (stereo not drawn)
  -7	5	2
> O=C(Nc1ccc(-n2cncn2)nc1)C1(c2ccc3c(c2)OCCO3)CCCC1
  13	-3	x
> CCCNC(=O)CN1CCN(C(=O)c2ccc(-c3ccccc3F)o2)CC1
  3	-8	-11
> Cc1nn(C)c(C)c1NC(=O)CN
  2	-11	x
> Cc1noc(CCCN(C)C(C)c2ccc(F)c(F)c2)n1 (stereo not drawn)
  4	-12	x

Next part:
The line under a structure holds: NPYLR7 ag	hcGAS lum	mcGAS lum
> CCCCc1ccc(C(=O)N(CC(=O)N(Cc2cccn2Cc2ccc(Br)cc2)C2CCCCC2)C(C)C)cc1
  -10	-14	-5
> O=C(c1ccc(C(F)(F)F)c(F)c1)N1CCC(Cc2ccc(F)cc2)CC1
  1	-4	-8
> N#Cc1c2c(n(CC3CCCO3)c1N)CCCC2 (stereo not drawn)
  5	-4	x
> CC[C@H]1CN(C(=O)C2CCN(C(=O)c3ccncc3)CC2)CC[C@@]1(C)O
  7	3	x
> O=C1CC(C(=O)NCCN2Cc3ccccc3OC(c3ccsc3)C2)c2ccccc21 (stereo not drawn)
  9	-7	-23
> CC(=NNC(=O)CCn1cnc2ccccc21)c1ccc(Cl)cc1
  7	1	x
> Cc1ccccc1-n1nc(C)c(C(=O)NCc2ccncc2)c1C(C)C
  -13	1	0
> COCCOC(=NCc1ccccn1)NC(=O)c1cccs1
  -7	-3	-5
> Cc1c(C(=O)NCc2ccc([N+](=O)[O-])cc2)sc(=O)n1Cc1ccc2c(c1)OCO2
  -9	4	x
> CC1C(=O)N(CCNc2ccc([N+](=O)[O-])cn2)C(=O)C1C (stereo not drawn)
  12	-2	-3
> O=C(Cc1cccs1)Nc1ccc(NC(=O)c2ccco2)cc1
  2	1	0
> Nc1ccccc1-c1nc(-c2ccccc2)nc2ccccc12
  -7	-2	-7
> CCOc1ccc(-c2nnc(NC(=O)Nc3ccccc3F)o2)cc1
  -3	-4	x
> CC(=O)Nc1ccc(CN2C(=O)C(Cc3ccccc3)ON=C2C2CCCC2)cc1 (stereo not drawn)
  7	-4	x
> CC(C)CCc1c(O)nc(SCCN2CCOCC2)n(-c2ccccc2)c1=O
  3	-10	-8
> CC(=O)N1CCC(N2CCN(Cc3ccc(C)o3)C(CCO)C2)CC1 (stereo not drawn)
  -2	-5	x
> CCOc1cccc2cc(C(N)=O)c(=Nc3ccccc3OC)oc12
  -11	-4	-4
> CC(C)C(=O)N1CCCN(C(=O)C(C)C)c2ccccc21
  5	-7	x
> CCCn1c(SCc2cccc(C)c2F)nc2cc(S(=O)(=O)N3CCOCC3)ccc21
  4	-5	-6

Molecules from the list above containing a CF3 group:
The line under a structure holds: NPYLR7 ag	hcGAS lum	mcGAS lum
> O=C(Nc1ccccc1F)N1CCC(Cc2ccc(C(F)(F)F)cc2)CC1
  -3	0	1
> N#Cc1c(C(F)(F)F)cc(-c2cccs2)nc1SCC(=O)Nc1ccc(F)cc1
  -8	-2	-6
> FC(F)(F)c1cccc(Oc2ncccc2CNc2ncccn2)c1
  3	-7	x
> O=C(c1ccc(C(F)(F)F)c(F)c1)N1CCC(Cc2ccc(F)cc2)CC1
  1	-4	-8
